HRas wt GTP: changes GTP binding to wildtype human HRas. GTP binding activity, % at 10 µM. 190,000 tested, 0.14% active. GST-Ras wt beads, Bodipy-FL-GTP binding, flow cytometry; actives lie on both sides. P01112;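 active = GTP binding activity at least 20% away from the 100% baseline, either lowered as inhibitor or raised as activator; inconclusive = flagged as likely green fluorescent, judged across all proteins in the well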;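 also: 0% = unlabeled GTP competition control and 100% = no-compound control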
Target sequence (P01112 whole entry, looked up): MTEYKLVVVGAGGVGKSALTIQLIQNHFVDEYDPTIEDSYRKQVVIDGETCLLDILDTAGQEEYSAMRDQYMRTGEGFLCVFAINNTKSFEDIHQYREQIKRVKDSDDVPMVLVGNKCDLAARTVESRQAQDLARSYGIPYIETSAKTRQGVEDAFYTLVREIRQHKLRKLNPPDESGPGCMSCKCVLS
Rac1 wt modul: human Rac1 wildtype GTP binding, inhibitors and activators | P63000 | GST-Rac1 beads, fluorescent GTP binding, flow cytometry; actives lie on both sides; 0 = cold GTP competed, 100 = untreated | GTP binding activity (% of control), % at 10 µM | 190,000 tested, 0.27% active | AID 757;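 active = GTP binding activity at least 20 points away from the 100% control level, either lower or higher; inconclusive = compound flagged as likely green fluorescent, judged across all proteins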
Rab7 wt GTP bind: alters GTP binding to wildtype dog Rab7; GST-Rab7 beads, fluorescent GTP binding, flow cytometry; actives lie on both sides; untreated = 100%, excess cold GTP = 0%; GTP binding activity (percent of control), % at 10 µM; 190,000 tested, 0.055% active; AID 758;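 active = fluorescent GTP binding to Rab7 beads changed by at least 20 points from the 100% baseline, either direction, mostly lower; inconclusive = compound itself probably fluorescent, or too few beads counted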;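 also: median green fluorescence of bound Bodipy-FL-GTP per Rab7 bead population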
Mcl1-Bid inh: disrupts binding of human Mcl-1 to Bid peptide. inhibition, % at 21.7 µM. TR-FRET Mcl-1/Bid-Dy647 peptide binding, 1536-well. 220,000 tested, 0.97% active;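 active = compounds that cut the binding signal by more than half at the single screening dose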;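 also: His-tagged Mcl-1 with europium anti-His antibody binding Bid BH3 peptide; 0% = Mcl-1 plus peptide wells and 100% = peptide-only wells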
Target sequence (Q07820 whole entry, looked up): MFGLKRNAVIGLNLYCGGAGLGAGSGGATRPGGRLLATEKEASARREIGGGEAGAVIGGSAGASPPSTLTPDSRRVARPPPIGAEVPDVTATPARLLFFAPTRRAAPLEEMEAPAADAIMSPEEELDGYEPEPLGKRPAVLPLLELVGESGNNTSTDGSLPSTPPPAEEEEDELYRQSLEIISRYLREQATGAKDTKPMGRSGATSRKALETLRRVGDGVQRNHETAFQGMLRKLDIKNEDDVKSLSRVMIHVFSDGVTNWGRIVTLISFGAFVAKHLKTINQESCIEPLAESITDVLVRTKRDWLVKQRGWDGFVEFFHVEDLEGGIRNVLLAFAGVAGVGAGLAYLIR
Mcl1 Noxa PPI: Mcl-1/Noxa interaction inhibition. Q07820. TR-FRET Mcl-1/Noxa peptide binding, 2 h. inhibition, % at 21.7 µM. 220,000 tested, 1.5% active. AID 1022;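 active = compounds that cut the protein-peptide binding signal by more than 50% relative to plate controls in a single-dose test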;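 also: His-tagged Mcl-1 with rhodamine Noxa BH3 peptide and terbium anti-His antibody; 0% = Mcl-1 plus Noxa peptide wells and 100% = peptide-only wells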
Rac1 mut GTP: human Rac1 activated mutant GTP binding change; P63000; 190,000 tested, 0.11% active; percent activity (GTP binding), % at 10 µM; GST-Rac1 activated beads, fluorescent GTP binding, flow cytometry; actives lie on both sides; 100% means binding = to untreated wells;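 active = GTP binding at least 20 percentage points away from the 100% baseline, in either direction, so actives lie on both sides; inconclusive = Compound likely fluorescent itself, or too few beads counted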
Cdc42 wt GTP: human Cdc42 wildtype GTP binding change, either direction | P60953 | GST-Cdc42 beads, Bodipy-GTP binding, flow cytometry; actives lie on both sides | percent activity (GTP binding), % at 10 µM | 190,000 tested, 0.2% active | AID 761;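 active = percent activity GTP binding at least 20 points away from the 100% baseline, either down as inhibitor or up as activator; inconclusive = compound flagged as likely green fluorescent from well-wide comparison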;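 also: median bead fluorescence of bound Bodipy-FL-GTP at 100 nM; 0% = excess unlabeled GTP control and 100% = no compound control; below 100% means less GTP binding so inhibitor and above means activator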
Target sequence (P60953 whole entry, looked up): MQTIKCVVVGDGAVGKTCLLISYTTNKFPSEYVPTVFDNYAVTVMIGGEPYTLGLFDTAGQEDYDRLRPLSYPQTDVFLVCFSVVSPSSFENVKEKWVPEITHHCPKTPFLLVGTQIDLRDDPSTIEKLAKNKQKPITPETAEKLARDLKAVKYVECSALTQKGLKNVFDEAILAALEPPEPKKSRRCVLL
Rab2 wt GTP: changes GTP binding to wildtype dog Rab2A, up or down. GST-Rab2 wt beads, Bodipy-GTP binding, flow cytometry. GTP binding activity, % at 10 µM. 190,000 tested, 0.19% active;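 active = GTP binding activity at least 20 points away from 100%, either lowered or raised; inconclusive = signal likely due to the compound's own green fluorescence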;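 also: 0% = beads with excess unlabeled GTP and 100% = no-compound control corrected for plate trend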
Avidin fluor: compound fluoresces at 488/530 nm on avidin beads; compound fluorescence 488/530 nm, flow cytometry; active compounds read high; 220,000 tested, 0.38% active; fluorescence (KMESF) at 10 µM; in the data active = fluorescence above about 47; also: inactives centre near 10
Pf gamet viab: P. falciparum stage V gametocyte viability inhibition; P. falciparum stage V gametocytes, ATP luminescence, 24 h; inhibition, % at 10.9 µM; 150,000 tested, 0.065% active;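 active = inhibition above the mean plus 3 SD of compounds within the control limits, set per campaign, cut at about 38% in these data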;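 also: 0% = DMSO wells and 100% = medium only without gametocytes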
GSH fluor: GSH bead compound fluorescence profile; GSH beads flow cytometry, compound fluorescence 488/530 nm; active compounds read high; fluorescence (KMESF) at 10 µM; 190,000 tested, 0.25% active; AID 1776; in the data active = fluorescence above about 89;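 also: glutathione beads carrying GST-tagged Bcl family fusion proteins plus one bare bead set; values are compound well signal with DMSO vehicle wells as background; inactives centre near 16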
Active calls of the source: *; ? = inconclusive; nt = not tested or not shown.

SMILES	HRas wt GTP	Rac1 wt modul	Rab7 wt GTP bind	Mcl1-Bid inh	Mcl1 Noxa PPI	Rac1 mut GTP	Cdc42 wt GTP	Rab2 wt GTP	Avidin fluor	Pf gamet viab	GSH fluor
Nc1c2c3c(sc2nc(=O)n1N)CCCC3	91.0	92.0	95.0	-9.8	28.8	93.0	92.0	89.0	9	3.4	7
COC(=O)c1cc(C(C)=O)c(C)[nH]c1=O	98.0	97.0	98.0	-5.1	8.1	94.0	96.0	96.0	20	-0.8	12
COCCn1c(CN(C)Cc2ccccc2)nc2c1c(=O)n(C)c(=O)n2C	99.0	109.0	102.0	-9.4	13.7	101.0	100.0	102.0	8	nt	15
O=C(NCCCn1ccnc1)c1ccncc1	97.0	94.0	97.0	-4.5	-13.3	96.0	97.0	98.0	8	-15.3	13
Cc1cc(C)nc(NC(=O)Nc2ccccc2C(F)(F)F)n1	101.0	104.0	102.0	-4.5	10.7	99.0	106.0	100.0	35	nt	25
CCN(CC)c1ccc(N2C(=O)C3CCCCC3C2=O)cc1[N+](=O)[O-] (stereo not given)	103.0	102.0	99.0	-22.9	3.4	102.0	101.0	101.0	13	nt	22
COc1ccc(OC)c(Nc2nnc(C)c(=O)[nH]2)c1	99.0	97.0	101.0	-39.6	11.8	97.0	94.0	97.0	10	nt	19
CCOC(=O)c1cc2sccc2n1CC(=O)OC(C)C	97.0	100.0	95.0	-48.6	-9.2	97.0	97.0	96.0	20	-3.3	53
O=C(NC(=S)Nc1ccccc1N1CCCCC1)c1ccc(-c2cccc([N+](=O)[O-])c2)o1	101.0	105.0	99.0	-32.7	25.3	98.0	99.0	100.0	33	-13.8	23
CC(=O)Nc1ccc(S(=O)(=O)c2c(N)n(CCN3CCOCC3)c3nc4ccccc4nc23)cc1	101.0	103.0	99.0	2.3	21.2	100.0	104.0	101.0	24	4.9	12
O=C(CSCC(=O)NC1CC1)Nc1ccc2ccccc2c1	96.0	101.0	94.0	-5.4	14.8	93.0	96.0	95.0	5	nt	18
COc1ccc(CCc2nnc(CCC(=O)NCc3cc(C(C)C)no3)o2)cc1	97.0	99.0	94.0	17.0	5.9	97.0	99.0	99.0	5	-12.9	9
Cc1ccc(CN2CCNC(=O)C2CC(=O)O)cc1 (stereo not given)	101.0	108.0	104.0	-4.7	6.9	99.0	102.0	104.0	8	nt	24
O=C(CCCN1C(=O)c2cccc3cccc(c23)C1=O)NCc1cccs1	100.0	97.0	103.0	-11.2	19.9	96.0	98.0	99.0	10	21.0	16
COCCNc1ncnc2nc[nH]c12	?	?	?	-5.0	-7.5	?	?	?	10	22.1	16
NS(=O)(=O)c1cccc(NC(=O)/C=C/c2cccs2)c1	97.0	98.0	103.0	-28.8	6.0	96.0	95.0	97.0	16	-11.2	9
Nc1ccc2nc(CCCCCCCCc3nc4ccc(N)cc4[nH]3)[nH]c2c1	97.0	102.0	90.0	-37.1	16.5	95.0	99.0	97.0	9	7.9	14
O=C(Cc1ccc(F)cc1)NCc1cccnc1	98.0	102.0	98.0	-6.2	-4.4	100.0	102.0	99.0	9	-9.8	24
CCOC(=O)c1c(NCc2ccccc2)n[nH]c1C	101.0	103.0	105.0	-19.8	6.1	99.0	99.0	99.0	3	8.2	11
Cn1cc(/C(Cc2ccccc2)=N\O)c2ccccc21	101.0	106.0	100.0	-55.9	1.3	100.0	102.0	100.0	5	16.6	25
Cc1ccc(NC(=O)c2nc3nccc(C)n3n2)c(C)c1	99.0	97.0	106.0	-5.9	-9.1	98.0	94.0	100.0	22	1.6	12
CN(CCCNC(=O)C1CCCN(S(=O)(=O)c2cnc[nH]2)C1)c1ccccc1 (stereo not given)	103.0	111.0	104.0	-51.9	3.6	104.0	105.0	102.0	9	nt	13
CCOC(=O)c1[nH]c(C)c(C(=O)c2ccc(C)cc2)c1C	101.0	107.0	97.0	-10.3	-21.6	99.0	100.0	98.0	11	15.2	7
Cc1nc(CCNC(=O)Cc2ccc(F)cc2)cs1	99.0	99.0	100.0	-2.0	4.7	97.0	99.0	101.0	7	nt	25
COc1ccc2c(c1)c1ncnc(N3CCN(Cc4ccc5c(c4)OCO5)CC3)c1n2C	87.0	93.0	91.0	-10.6	19.4	96.0	89.0	85.0	11	nt	26
CCOc1ccc(NCC(=O)N/N=C/C=C/c2ccccc2)cc1	98.0	102.0	100.0	-15.0	26.1	98.0	99.0	97.0	5	-1.6	6
O=c1ccc(-c2nc3cc(Cl)ccc3n2Cc2ccccc2)c[nH]1	98.0	102.0	99.0	-5.0	26.4	97.0	98.0	95.0	8	-15.3	18
Cc1cccc(OCC(=O)N2CCC(N3CCCCCC3)CC2)c1	105.0	100.0	107.0	19.3	26.8	95.0	103.0	105.0	17	11.5	5
COC(=O)[C@@]1(Cc2ccc(OC)cc2)[C@H]2c3cc(C(=O)N(C)C)n(CCSCCO)c3C[C@H]2CN1C(=O)c1ccccc1	101.0	106.0	102.0	-14.2	0.9	99.0	105.0	102.0	7	nt	18
COc1cc(C2NC(=O)NC(C)=C2C(=O)OC2CCCC(C)C2)ccc1O (stereo not given)	94.0	94.0	92.0	-2.9	2.3	95.0	93.0	92.0	36	nt	12
Cc1cc(C)n2nc(C(=O)Nc3ccc4c(c3)CCC4)nc2n1	98.0	104.0	97.0	-13.9	8.6	98.0	97.0	95.0	11	-8.0	16
CCN(CC)CCCSc1nc2ccccc2s1	98.0	100.0	104.0	32.4	4.3	98.0	97.0	103.0	9	11.2	17
CC(C)CC(=O)Nc1ccc(-c2nnn(CC(=O)NCc3ccco3)n2)cc1	96.0	101.0	99.0	-16.8	4.5	94.0	96.0	96.0	10	5.3	20
Cc1nc(NCc2cccnc2)c2c3c(sc2n1)CC(C)CC3 (stereo not given)	96.0	96.0	99.0	-38.8	11.8	95.0	94.0	96.0	11	-15.4	24
CSc1nc(C)cc(SC(C(C)=O)C(=O)Nc2ccccc2)n1 (stereo not given)	?	?	?	-18.3	7.5	?	?	?	33	nt	12
CCC1(c2ccccc2)NC(=S)N(c2ccc(C)cc2)N1 (stereo not given)	96.0	96.0	95.0	-35.0	18.4	97.0	99.0	95.0	9	nt	13
COC(=O)C1=C(C)N=C2SC(C#N)=C(N)N2C1c1ccc(OC)cc1 (stereo not given)	101.0	99.0	100.0	-53.3	5.5	96.0	99.0	99.0	17	nt	4
CN(C)S(=O)(=O)c1cccc(NC(=S)N(CCC#N)Cc2cccnc2)c1	97.0	97.0	104.0	-29.6	47.2	95.0	102.0	99.0	21	-3.0	12
CC(C)OC(=O)c1cccc(C(=O)Oc2ccccc2)n1	101.0	101.0	95.0	2.3	12.7	101.0	104.0	101.0	17	nt	27
CCc1cc2c(=O)n(Cc3ccco3)c(SCc3c(C)noc3C)nc2s1	100.0	104.0	98.0	-6.3	9.6	99.0	99.0	100.0	32	nt	9
NC(=O)C1(N2CCCCC2)CCN(CC(=O)Nc2ccccc2-c2ccccc2)CC1	97.0	98.0	103.0	-13.1	11.8	96.0	100.0	98.0	18	21.3	22
CCCC1CC(CSc2ncn[nH]2)OC1=O (stereo not given)	98.0	105.0	96.0	3.6	5.1	99.0	100.0	97.0	6	7.2	23
COCCNC(=O)c1cc(Br)ccc1Cl	98.0	95.0	96.0	-18.5	-4.3	96.0	99.0	96.0	9	nt	18
O=C(N/N=C/c1ccc(OCCCF)cc1)c1cc(OCC(F)(F)F)ccc1OCC(F)(F)F	101.0	97.0	95.0	-19.1	7.8	96.0	103.0	99.0	8	7.6	19
CC(C)C(=O)NC(=S)Nc1ccc(S(=O)(=O)Nc2ccccc2)cc1	102.0	105.0	99.0	-12.3	23.6	102.0	100.0	102.0	8	nt	8
CCn1c(CCNC(=O)c2ccc(Cl)cc2)n[nH]c1=S	105.0	106.0	99.0	-41.6	5.4	101.0	106.0	106.0	14	nt	25
CC1(C)CN(c2ccc(Br)cc2Br)C1=O	94.0	102.0	92.0	-7.4	-6.0	97.0	97.0	97.0	8	-20.2	13
COc1ccc(OC)c(C(=O)COC(=O)c2cc(C)oc2C)c1	102.0	108.0	98.0	-17.1	-29.3	99.0	101.0	98.0	35	29.2	28
CC(C)(C)NCC(=O)c1c[nH]c2ccccc12	100.0	99.0	94.0	-3.5	9.0	100.0	99.0	100.0	9	nt	19
Cc1cc(C)n(-c2ncnc3c2oc2ccccc23)n1	102.0	97.0	98.0	2.9	3.6	97.0	98.0	102.0	14	nt	37

(cont.)
SMILES	HRas wt GTP	Rac1 wt modul	Rab7 wt GTP bind	Mcl1-Bid inh	Mcl1 Noxa PPI	Rac1 mut GTP	Cdc42 wt GTP	Rab2 wt GTP	Avidin fluor	Pf gamet viab	GSH fluor
O=C(/C=C/c1ccc(S(=O)(=O)N2CCOCC2)cc1)NC(=S)Nc1ccc(Cl)cc1Cl	90.0	95.0	94.0	-30.1	-1.7	93.0	97.0	93.0	9	nt	17
Nn1c(SCC(=O)Nc2ccc(F)cc2)nnc1-c1ccccn1	101.0	98.0	98.0	0.9	7.9	98.0	101.0	102.0	12	nt	20
CC(=O)Nc1ccc(N=Nc2c(C)[nH]n(C(N)=S)c2=O)cc1	96.0	92.0	102.0	-32.4	1.7	93.0	91.0	96.0	26	10.7	7
Cc1occc1-c1nnc(SCc2nc3ccccc3c(=O)n2CC#N)n1C	95.0	93.0	94.0	-19.1	0.6	94.0	94.0	95.0	12	nt	22
O=C(N/N=C/c1c(Cl)cccc1Cl)c1cccc(F)c1	99.0	99.0	98.0	-0.6	14.4	96.0	100.0	98.0	9	nt	24
CC(=O)N1CCC(N(CCN2CCOCC2)C(=S)Nc2cc(C)cc(C)c2)CC1	99.0	99.0	108.0	-20.7	-1.1	94.0	96.0	102.0	9	0.4	24
C=C(C)C1Cc2nc(N)nc(C)c2C1 (stereo not given)	95.0	95.0	97.0	-15.7	25.7	93.0	94.0	93.0	22	nt	27
O=C(Cn1cc(C(F)(F)F)ccc1=O)Nc1cccc(S(=O)(=O)N2CCOCC2)c1	99.0	103.0	99.0	-3.8	5.6	97.0	100.0	99.0	96*	-9.2	11
COC(Cc1nnc(SC)n1-c1ccccc1)OC	99.0	98.0	99.0	-3.4	20.8	98.0	102.0	99.0	36	nt	16
O=C(CSc1ncc(-c2ccc(F)cc2)[nH]1)N1CCCCC1	100.0	101.0	99.0	15.3	29.4	99.0	100.0	98.0	40	5.8	9
O=C1C=C(NCc2ccc(Cl)c(Cl)c2)C2(CCCCC2)O1	102.0	102.0	98.0	-12.2	-3.2	99.0	104.0	100.0	13	17.8	29
CC(C)Cn1c(-c2cccs2)nc2nc3ccccc3nc21	99.0	100.0	99.0	2.2	19.1	98.0	101.0	99.0	10	nt	29

Screening data: PubChem, several laboratories
